Rpn11 inh: blocks the human proteasome subunit Rpn11. O00487. calls only at 20 µM. 360,000 compounds, 0.59% hits. AID 588493. human 26S proteasome, Ub4-pepOG fluorescence polarization; 20S core pre-blocked with epoxomicin;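 active = inhibition at 20 µM, scaled to each plate's controls, above about 33%, limit read from the data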
MT1-MMP act inh: blocks activation of human MT1-MMP; 360,000 compounds, 0.061% hits; HT1080 RFP-PRO-GFP cells, GFP/RFP ratio fluorescence, overnight; percent of plate control window, DMSO zero; GFP/RFP ratio change, % at 20 µM; P50281; AID 651647;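 active = GFP/RFP ratio change of at least 30% with cell ATP level not reduced by more than half and red fluorescence within 50% of control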; note: strong numbers were not always called active
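system = RFP-PRO-GFP reporter HT1080 cells | dosing = 20 µM single dose, 1% DMSO | timing = overnight cell settling, then overnight compound exposure, 37 °C, 5% CO2 | read-out basis = GFP/RFP fluorescence ratio | controls = DMSO and RFP-L50D-GFP cell wells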
MsrA inh: inhibits bovine methionine sulfoxide reductase A; AID 651718; purified bovine MsrA, absorbance read-out; 360,000 compounds, 0.75% hits; inhibition, % at 15.5 µM; in the data active = inhibition above about 4.5%;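 note: 0% = vehicle wells with enzyme and 100% = reference inhibitor wells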
bovine MsrA act: bovine methionine sulfoxide reductase A activation | purified bovine MsrA, absorbance read-out | activation, % at 10.6 µM | 360,000 compounds, 0.3% hits | AID 602163; in the data active = activation above about 7.5%;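 note: 0% = vehicle and 100% = reference activator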
E coli Lon inh: inhibitors of E. coli Lon protease | purified E. coli Lon protease, fluorescence polarization | inhibition, % at 7.94 µM | 360,000 compounds, 0.42% hits; in the data active = inhibition above about 13%, passing the limit was not always enough;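 note: 0% = enzyme with probe and DMSO and 100% = no enzyme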
CSN deneddyl inh: blocks human CSN-mediated cullin deneddylation. Q92905. AID 651999. Purified CSN, SCF-Nedd8-OG deneddylation, fluorescence polarization. 360,000 compounds, 0.38% hits. inhibition, % at 12.5 µM;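 active = pattern-corrected inhibition above about 35%, with an unprinted fluorescence ratio check between 0.5 and 1.5, limit read from the data, passing the limit was not always enough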;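 note: 0% = enzyme with substrate and 100% = substrate without enzyme; some results filed as inactive read as strong as hits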
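Assay system: purified human Csn5 enzyme expressed in HEK293T cells; measure: % inhibition; also added: SCFSkp2-Nedd8OG substrate at 10 nM final; technique: fluorescence polarization; times: reaction 90 min, room temperature; medium: Tris buffer pH 7.5, NaCl, DTT, Tween-20, trehalose, ovalbumin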
FAS TE block: FAS thioesterase (human) inhibition; P49327; recombinant FAS-TE, OMFH fluorogenic substrate, fluorescence endpoint; inhibition, % at 15 µM; 360,000 compounds, 0.67% hits;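 active = compounds whose normalised, plate-corrected inhibition of enzyme fluorescence in the single-dose primary screen is 50% or more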;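 note: 0% = DMSO with enzyme and 100% = substrate without enzyme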
Rin1-Abl PPI inh: inhibitors of human Rin1-Abl protein interaction; P00519+Q13671; AID 588664; inhibition, % at 7.35 µM; TR-FRET Rin1/Abl binding, biochemical; 360,000 compounds, 0.4% hits; in the data active = inhibition above about 5%, passing the limit was not always enough
Target sequence (P00519 whole entry, looked up): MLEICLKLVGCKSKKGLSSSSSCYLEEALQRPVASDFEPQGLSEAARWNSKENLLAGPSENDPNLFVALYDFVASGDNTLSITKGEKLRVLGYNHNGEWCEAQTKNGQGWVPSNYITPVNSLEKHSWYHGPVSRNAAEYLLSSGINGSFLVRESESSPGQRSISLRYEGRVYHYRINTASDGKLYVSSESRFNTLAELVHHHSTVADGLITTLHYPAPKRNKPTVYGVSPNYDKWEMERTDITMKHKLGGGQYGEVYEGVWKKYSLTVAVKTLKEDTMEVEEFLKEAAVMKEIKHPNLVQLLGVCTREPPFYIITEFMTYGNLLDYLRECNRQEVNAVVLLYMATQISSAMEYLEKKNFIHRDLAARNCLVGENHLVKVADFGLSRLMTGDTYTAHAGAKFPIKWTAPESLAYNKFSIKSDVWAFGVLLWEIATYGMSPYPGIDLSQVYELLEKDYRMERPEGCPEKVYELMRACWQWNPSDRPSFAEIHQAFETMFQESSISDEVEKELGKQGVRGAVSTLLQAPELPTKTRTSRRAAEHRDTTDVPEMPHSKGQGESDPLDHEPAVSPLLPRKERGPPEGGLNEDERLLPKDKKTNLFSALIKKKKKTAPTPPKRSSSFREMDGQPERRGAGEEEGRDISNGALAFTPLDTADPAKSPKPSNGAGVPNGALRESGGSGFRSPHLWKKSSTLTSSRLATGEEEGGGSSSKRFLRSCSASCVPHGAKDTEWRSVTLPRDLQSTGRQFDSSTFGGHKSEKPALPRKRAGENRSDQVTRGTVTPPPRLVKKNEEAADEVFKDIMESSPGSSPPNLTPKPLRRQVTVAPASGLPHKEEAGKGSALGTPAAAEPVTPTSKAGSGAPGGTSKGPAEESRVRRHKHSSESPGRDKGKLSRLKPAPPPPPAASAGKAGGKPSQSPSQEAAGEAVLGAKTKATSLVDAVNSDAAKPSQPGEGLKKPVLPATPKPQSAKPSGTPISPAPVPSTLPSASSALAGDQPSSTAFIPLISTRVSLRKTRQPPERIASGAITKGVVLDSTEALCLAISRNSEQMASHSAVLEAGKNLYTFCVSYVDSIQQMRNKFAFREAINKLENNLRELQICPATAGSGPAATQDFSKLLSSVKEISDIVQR
Target sequence (Q13671 whole entry, looked up): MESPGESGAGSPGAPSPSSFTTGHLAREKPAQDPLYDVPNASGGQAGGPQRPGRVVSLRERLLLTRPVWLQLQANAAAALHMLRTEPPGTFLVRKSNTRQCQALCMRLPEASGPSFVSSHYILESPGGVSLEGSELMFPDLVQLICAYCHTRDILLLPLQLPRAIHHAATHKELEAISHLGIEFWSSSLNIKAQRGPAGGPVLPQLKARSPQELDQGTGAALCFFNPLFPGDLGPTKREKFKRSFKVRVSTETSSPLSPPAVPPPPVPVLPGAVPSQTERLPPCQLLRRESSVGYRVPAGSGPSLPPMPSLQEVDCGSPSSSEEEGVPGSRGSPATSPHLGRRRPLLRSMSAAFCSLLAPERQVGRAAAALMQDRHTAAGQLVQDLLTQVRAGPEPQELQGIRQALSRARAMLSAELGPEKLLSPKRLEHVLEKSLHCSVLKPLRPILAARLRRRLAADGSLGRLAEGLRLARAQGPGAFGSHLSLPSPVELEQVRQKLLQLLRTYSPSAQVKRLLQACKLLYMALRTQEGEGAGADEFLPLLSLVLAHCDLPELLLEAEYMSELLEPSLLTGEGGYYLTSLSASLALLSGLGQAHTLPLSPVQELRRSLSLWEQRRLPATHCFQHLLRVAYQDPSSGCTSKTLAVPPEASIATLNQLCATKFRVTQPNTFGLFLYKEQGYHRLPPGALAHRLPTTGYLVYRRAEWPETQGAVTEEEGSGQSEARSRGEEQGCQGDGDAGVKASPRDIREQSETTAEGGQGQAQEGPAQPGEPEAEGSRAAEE
MLLE-PAM2 inh: blocks PAM2 peptide binding to the PABP1 MLLE domain; inhibition, % at 20 µM; GST-MLLE / FITC-PAM2 fluorescence polarization; 360,000 compounds, 0.36% hits; P11940; in the data active = inhibition above about 35%, passing the limit was not always enough;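 note: plate controls were DMSO wells with GST-MLLE for no effect and wells lacking GST-MLLE protein for full effect; some results filed as inactive read as strong as hits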
* = called active by the depositor; & = joins results of further samples. The order is random; any-hit rate near 3.7%.

For CC(C)(C)C(=O)Nc1cccc(C(=O)Nc2cc(C(=O)O)cc(C(=O)O)c2)c1 the results were Rpn11 inh inactive, MT1-MMP act inh -6, MsrA inh 0.7, bovine MsrA act 6, E coli Lon inh 1, CSN deneddyl inh 2, FAS TE block -8, Rin1-Abl PPI inh 1 and MLLE-PAM2 inh 4.
`CCn1c(C)cc(=O)cc1-c1ccc(Cl)cc1` gave Rpn11 inh inactive, MT1-MMP act inh 3, MsrA inh -0.1, bovine MsrA act -4, E coli Lon inh 11, CSN deneddyl inh 2, FAS TE block -3, Rin1-Abl PPI inh 0 and MLLE-PAM2 inh 10.
`O=C(Nc1ccc(S(=O)(=O)Nc2nccs2)cc1)c1cccc(S(=O)(=O)N2CCOCC2)c1` gave Rpn11 inh inactive, MT1-MMP act inh 1, MsrA inh 0.7, bovine MsrA act -2, E coli Lon inh -7, CSN deneddyl inh 0, FAS TE block 5, Rin1-Abl PPI inh -4 and MLLE-PAM2 inh -12.
For CCN(CC(=O)Nc1c(F)cccc1F)C(=O)CCNC(=O)c1ccco1 the results were Rpn11 inh inactive, MT1-MMP act inh 11, MsrA inh -0.2, bovine MsrA act -4, E coli Lon inh 0, CSN deneddyl inh -6, FAS TE block -7, Rin1-Abl PPI inh 2 and MLLE-PAM2 inh 9.
`O=C(COC(=O)c1ccncc1)Nc1cccc(Cl)c1` gave Rpn11 inh inactive, MT1-MMP act inh 0, MsrA inh 0.4, bovine MsrA act -10, E coli Lon inh -1, CSN deneddyl inh -4, FAS TE block -4, Rin1-Abl PPI inh -1 and MLLE-PAM2 inh -7.
For Nc1ccccc1-c1nc2ccccc2c(=O)o1 the results were Rpn11 inh inactive, MT1-MMP act inh 3, MsrA inh 0.4, bovine MsrA act -2, E coli Lon inh -11, CSN deneddyl inh -3, FAS TE block 11, Rin1-Abl PPI inh -5 and MLLE-PAM2 inh 0.
For COc1ccccc1NC(=O)/C(C#N)=C/c1ccc(OCCN2CCOCC2)c(OC)c1 the results were Rpn11 inh inactive, MT1-MMP act inh 0, bovine MsrA act -3, E coli Lon inh -6, CSN deneddyl inh -3, FAS TE block -6, Rin1-Abl PPI inh 2 and MLLE-PAM2 inh -1.
Screening Cc1noc(C)c1-c1ccc(C(=O)NCCc2ccccc2)c2occc12 returned Rpn11 inh inactive, MT1-MMP act inh 10, MsrA inh -1.2, bovine MsrA act -4, E coli Lon inh -3, CSN deneddyl inh 2, FAS TE block 4, Rin1-Abl PPI inh -1 and MLLE-PAM2 inh 2.
`Cc1ccc(NC(=O)c2ccc(Br)o2)c([N+](=O)[O-])c1` gave Rpn11 inh inactive, MT1-MMP act inh 0, MsrA inh -1.0, bovine MsrA act -2, E coli Lon inh 0, CSN deneddyl inh 1, FAS TE block 26, Rin1-Abl PPI inh 2 and MLLE-PAM2 inh 9.
`Cc1[nH]c(=O)[nH]c(=O)c1S(=O)(=O)N1CCCC(C(=O)NCCc2ccccc2)C1` (stereo not given) gave Rpn11 inh inactive, MT1-MMP act inh 3, MsrA inh -0.5, bovine MsrA act -6, E coli Lon inh -12, CSN deneddyl inh -3, FAS TE block -11, Rin1-Abl PPI inh 1 and MLLE-PAM2 inh -4.
Screening c1cc2c(nn1)CCc1nonc1-2 returned Rpn11 inh inactive, MsrA inh 1.4, bovine MsrA act -2, E coli Lon inh 7, CSN deneddyl inh 1, FAS TE block 0, Rin1-Abl PPI inh -2 and MLLE-PAM2 inh 7.
Screening FC(F)(F)c1cnc(NNC(=S)Nc2ccccc2Cl)c(Cl)c1 returned Rpn11 inh inactive, MT1-MMP act inh -5, MsrA inh -0.4, bovine MsrA act -1, E coli Lon inh 0, CSN deneddyl inh -1, FAS TE block 0, Rin1-Abl PPI inh 5.7* and MLLE-PAM2 inh 35.
O=C(CNC(=O)c1ccccc1Cl)Nc1ccc(F)cc1 was read as Rpn11 inh inactive, MT1-MMP act inh -5, MsrA inh -0.4, bovine MsrA act -5, E coli Lon inh 5, CSN deneddyl inh -4, FAS TE block -13, Rin1-Abl PPI inh -1 and MLLE-PAM2 inh 9.
Screening COC(=O)c1cc(NC(=O)c2cccc(C(F)(F)F)c2)c(=O)oc1C returned Rpn11 inh inactive, MT1-MMP act inh -3, MsrA inh 0.9, bovine MsrA act -1, E coli Lon inh -4, CSN deneddyl inh -12, FAS TE block 10, Rin1-Abl PPI inh -1 and MLLE-PAM2 inh 0.
Cc1ccc(C(=O)O)cc1NC(=S)NC(=O)C(c1ccccc1)c1ccccc1 was read as Rpn11 inh inactive, MT1-MMP act inh 7, MsrA inh -0.1, bovine MsrA act -3, E coli Lon inh 1, CSN deneddyl inh 6, FAS TE block -2, Rin1-Abl PPI inh -1 and MLLE-PAM2 inh 25.
For CCCCn1c(N)c(N(Cc2ccccc2OC)C(=O)CN2C(=O)NC3(CCCC3)C2=O)c(=O)[nH]c1=O the results were Rpn11 inh inactive, MT1-MMP act inh 1, MsrA inh -0.9, bovine MsrA act -2, E coli Lon inh -2, CSN deneddyl inh -2, FAS TE block -3, Rin1-Abl PPI inh 1 and MLLE-PAM2 inh -28.
Screening N#Cc1nc(-c2ccc(OCc3ccccc3)cc2)oc1N1CCC(C(N)=O)CC1 returned Rpn11 inh inactive, MT1-MMP act inh 2, MsrA inh -0.7, bovine MsrA act -5, E coli Lon inh -7, CSN deneddyl inh -1, FAS TE block 6, Rin1-Abl PPI inh -2 and MLLE-PAM2 inh -21.
Screening O=C(COc1ccccc1)NNC(=O)c1cc2ccccc2oc1=O returned Rpn11 inh inactive, MT1-MMP act inh 3, MsrA inh 1.0, bovine MsrA act -2, E coli Lon inh -4, CSN deneddyl inh -5, FAS TE block -5, Rin1-Abl PPI inh 2 and MLLE-PAM2 inh 9.
Screening O=C(OCc1cn([C@@H]2CN(C(=O)C3CCCCC3)[C@@H](c3ccc(Cl)cc3)C[C@H]2O)nn1)c1ccccc1 returned Rpn11 inh inactive, MT1-MMP act inh 2, MsrA inh -1.8, bovine MsrA act 5, E coli Lon inh -3, CSN deneddyl inh 6, FAS TE block 4, Rin1-Abl PPI inh -5 and MLLE-PAM2 inh -3.
`COc1ccccc1NC(=O)CSc1nccn1Cc1ccc(F)cc1` gave Rpn11 inh inactive, MT1-MMP act inh 2, MsrA inh -0.3, bovine MsrA act -5, E coli Lon inh 7, CSN deneddyl inh -5, FAS TE block 2, Rin1-Abl PPI inh 4 and MLLE-PAM2 inh -4.
Screening Cc1ccc(S(=O)(=O)NCCCCCC(=O)NCCc2ccccc2)cc1 returned Rpn11 inh inactive, MT1-MMP act inh 1, MsrA inh -0.1, bovine MsrA act -1, E coli Lon inh -9, CSN deneddyl inh 3, FAS TE block -1, Rin1-Abl PPI inh -2 and MLLE-PAM2 inh -10.
Screening OC1(CNCc2cn[nH]c2-c2cc3ccccc3o2)CCCCC1 returned Rpn11 inh inactive, MT1-MMP act inh 3, MsrA inh 1.8, bovine MsrA act -3, E coli Lon inh -5, CSN deneddyl inh -4, FAS TE block -8, Rin1-Abl PPI inh -2 and MLLE-PAM2 inh 6.
Screening Cc1ccc(CN2CC(C(=O)N3CCN(S(=O)(=O)c4c(F)cccc4F)CC3)CC2=O)cc1 (stereo not given) returned Rpn11 inh inactive, MT1-MMP act inh 22, MsrA inh 0.1, bovine MsrA act 0, E coli Lon inh -4, CSN deneddyl inh 2, FAS TE block 1, Rin1-Abl PPI inh -6 and MLLE-PAM2 inh 4.
For Cc1ccc(C)c(NC(=O)CSc2nnc(CNC(=O)c3ccco3)n2C)c1 the results were Rpn11 inh inactive, MT1-MMP act inh 2, MsrA inh -0.8, bovine MsrA act -3, E coli Lon inh 3, CSN deneddyl inh 4, FAS TE block -6, Rin1-Abl PPI inh 3 and MLLE-PAM2 inh 6.
Screening NCCc1cnc[nH]1 returned Rpn11 inh inactive, MT1-MMP act inh 7, MsrA inh -0.8&1.8, bovine MsrA act -1&-13, E coli Lon inh 4&-10, CSN deneddyl inh -4&0, FAS TE block -4&-8, Rin1-Abl PPI inh -4&-1 and MLLE-PAM2 inh -16&4.
Screening Cc1ccc(N2C(=O)c3ccc(N)cc3C2=O)cc1C returned Rpn11 inh inactive, MT1-MMP act inh 1, MsrA inh 1.3, bovine MsrA act -1, E coli Lon inh 1, CSN deneddyl inh 0, FAS TE block 0, Rin1-Abl PPI inh -3 and MLLE-PAM2 inh 9.
Screening CCCOc1nc(SCCC)nc2c1cnn2-c1ccccc1 returned Rpn11 inh inactive, MT1-MMP act inh -3, MsrA inh 1.4, bovine MsrA act 5, E coli Lon inh -4, CSN deneddyl inh -2, FAS TE block 22, Rin1-Abl PPI inh 0 and MLLE-PAM2 inh -2.
COc1ccc(Cc2nnc(SCC(=O)c3cccc([N+](=O)[O-])c3)n2C)cc1 was read as Rpn11 inh inactive, MT1-MMP act inh 9, MsrA inh -0.6, bovine MsrA act 0, E coli Lon inh -2, CSN deneddyl inh -1, FAS TE block 8, Rin1-Abl PPI inh -7 and MLLE-PAM2 inh -21.
CC1=CCC2C(=O)N(C(C)c3ccccc3)C(=O)C2C1 (stereo not given) was read as Rpn11 inh inactive, MT1-MMP act inh 0, MsrA inh -0.4, bovine MsrA act -2, E coli Lon inh -2, CSN deneddyl inh -5, FAS TE block -2, Rin1-Abl PPI inh 0 and MLLE-PAM2 inh 1.
Cc1c(NC(=O)[C@@H](NC(=O)c2ccc(Cl)c([N+](=O)[O-])c2)C(C)C)c(=O)n(-c2ccccc2)n1C was read as Rpn11 inh inactive, MT1-MMP act inh -2, MsrA inh -1.2, bovine MsrA act 3, E coli Lon inh 2, CSN deneddyl inh -1, FAS TE block 18, Rin1-Abl PPI inh 4 and MLLE-PAM2 inh 1.
Screening O=C(OCc1nc2scc(-c3ccccc3)c2c(=O)[nH]1)c1cccc([N+](=O)[O-])c1 returned Rpn11 inh inactive, MT1-MMP act inh 3, MsrA inh 0.7, bovine MsrA act -5, E coli Lon inh 2, CSN deneddyl inh -8, FAS TE block 6, Rin1-Abl PPI inh 0 and MLLE-PAM2 inh -12.
Cn1c(=O)c2c(nc(CN3CCc4ccccc4C3)n2Cc2ccccc2)n(C)c1=O was read as Rpn11 inh inactive, MT1-MMP act inh -9, MsrA inh 0.1, bovine MsrA act 2, E coli Lon inh -1, CSN deneddyl inh 3, FAS TE block 18, Rin1-Abl PPI inh 3 and MLLE-PAM2 inh 8.
For O=C(COc1ccc(S(=O)(=O)N2CCOCC2)cc1)NC1CCCC1 the results were Rpn11 inh inactive, MT1-MMP act inh 1, MsrA inh -0.2, bovine MsrA act -3, E coli Lon inh -2, CSN deneddyl inh 2, FAS TE block -7, Rin1-Abl PPI inh -2 and MLLE-PAM2 inh 1.
O=c1oc(-c2cc3ccccc3o2)nc2sc3c(c12)CCCC3 was read as Rpn11 inh inactive, MT1-MMP act inh -4, MsrA inh -0.8, bovine MsrA act -2, E coli Lon inh -5, CSN deneddyl inh -3, FAS TE block 24, Rin1-Abl PPI inh -3 and MLLE-PAM2 inh -7.
`Cn1c(=O)c2[nH]c(NN=Cc3ccccc3)nc2n(C)c1=O` gave Rpn11 inh inactive, MT1-MMP act inh 7, MsrA inh 3.5, bovine MsrA act -5, E coli Lon inh -2, CSN deneddyl inh 2, FAS TE block -7, Rin1-Abl PPI inh 0 and MLLE-PAM2 inh 3.
